Screening data deposited in PubChem by National Center for Advancing Translational Sciences (NCATS).
Sm TGR block = qHTS Assay for the Inhibitors of Schistosoma Mansoni Peroxiredoxins; AID 485364, 2010; actives 3% (n = 360,000); Schistosoma mansoni thioredoxin glutathione reductase (TGR), Q962Y6; Potency, µM (titrated, usually from 114 µM), for the others: at the top dose activity change, negative = inhibition, actives largely listed as inhibitors; purified TGR, DTNB reduction, TNB absorbance 405 nm; note: potency is the fitted concentration of half-maximal effect; nearly all actives have a fitted effect of over 60% in size
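First, TGR (20 nM dispensed) and NADPH were mixed with compound. Second, a 15 min room-temperature incubation followed. Third, further NADPH and then DTNB were added to start the reaction. Finally, TNB absorbance was monitored kinetically.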
FBPA Giardia inh = qHTS Assay for Inhibitors of Fructose-1,6-bisphosphate Aldolase from Giardia Lamblia; purified Giardia FBPA; Potency, µM (series often up to 59.6 µM), for the others: top-dose activity, negative = inhibition, usual class: inhibitors; actives 0.71% (n = 290,000); AID 2451, 2010; note: potency is the fitted concentration of half-maximal effect; nearly all actives have a fitted effect of over 55% in size
Target sequence (A8B2U2 whole entry, looked up): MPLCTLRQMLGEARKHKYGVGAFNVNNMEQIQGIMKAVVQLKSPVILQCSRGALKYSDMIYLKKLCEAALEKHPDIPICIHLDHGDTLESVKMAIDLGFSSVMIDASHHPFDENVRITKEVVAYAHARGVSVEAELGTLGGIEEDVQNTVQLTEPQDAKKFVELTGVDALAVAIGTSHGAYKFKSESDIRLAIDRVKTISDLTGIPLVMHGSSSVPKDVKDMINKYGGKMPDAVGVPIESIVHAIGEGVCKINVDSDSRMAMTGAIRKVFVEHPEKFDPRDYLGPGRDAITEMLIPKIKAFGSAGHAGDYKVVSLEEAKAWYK
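Giardia FBPA (40 nM reagent) was preincubated 10 min at RT with compound (up to 57.5 uM final), then substrate plus GAPDH/TPI/NAD/arsenate coupling system with diaphorase/resazurin was added; resorufin fluorescence (525/598 nm) was read after 20 min.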
HCMV antiviral = qHTS Assay for inhibitors of the human cytomegalovirus (HCMV). HFF cells, HCMV-luciferase reporter, 72 h; hits give low values. activity change, negative = inhibition, % at 57.5 µM. actives 4.5% (n = 410,000); in the data active = activity change below about -60%; inconclusive = no clear call, values can overlap the other calls; inactive = above about -39%
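Two compound doses tested in HFFs infected with HCMV-luciferase, MOI 1 PFU/cell, 72 h at 37C. Lysate luminescence read with OneGlo; data normalized against buffer-only and 10uM Salinomycin inhibitor controls.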
HCV inhibitor = qHTS Assay for Inhibitors of Hepatitis C Virus (HCV) | Huh7.5.1 HCVcc-Cre infection, luciferase reporter, 44 h | Potency, µM (doses to about 41.8 µM), for inactives: at the top dose activity change, negative = inhibition, usual class: inhibitors | AID 651820, 2012 | actives 3.4% (n = 340,000); note: potency is the fitted concentration of half-maximal effect
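Cells (1,000/well) were plated 4 h before compound, then infected with HCVcc-Cre virus (~0.5 moi). After 44 h further culture, infection was read as luciferase luminescence following a 15 min substrate incubation at room temperature.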
AMA1-RON2 inh = qHTS for Inhibitors of AMA1-RON; Towards Development of Antimalarial Drug Lead: Primary Screen; Plasmodium falciparum AMA1 (3D7) - RON2 peptide interaction; AlphaScreen AMA1-biotinylated RON2 peptide binding; Potency, µM (highest dose often 58.2 µM), inactives show at the highest dose activity change, negative = inhibition, actives largely listed as inhibitors; actives 0.2% (n = 360,000); AID 720542, 2013;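 note: potency is the fitted concentration of half-maximal effect; 0% = vehicle wells and -100% = peptide control; nearly all actives have a fitted effect of over 45% in size; some results filed as inactive show a strong effect at the top dose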
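AMA1 (3D7) with his tag at 25 nM final met compounds first, then biotinylated RON2 peptide at 25 nM; detection used donor plus acceptor beads, 10 µg/mL apiece, read by AlphaScreen after 30 min at room temperature.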
AmpC inh detg = qHTS Inhibitors of AmpC Beta-Lactamase (assay with detergent); P00811; Potency, µM (highest dose often 114 µM), inactives show top-dose activity change, negative = inhibition, most hits filed as inhibitors; AID 485294, 2010; AmpC hydrolysis of nitrocefin, absorbance 480 nm, 0.01% Triton; actives 0.041% (n = 370,000);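 note: potency is the fitted concentration of half-maximal effect; 0% = no-compound wells and -100% = no-enzyme wells; nearly all actives have a fitted effect of over 25% in size; some results filed as inactive show a strong effect at the top dose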
Target sequence (P00811 whole entry, looked up): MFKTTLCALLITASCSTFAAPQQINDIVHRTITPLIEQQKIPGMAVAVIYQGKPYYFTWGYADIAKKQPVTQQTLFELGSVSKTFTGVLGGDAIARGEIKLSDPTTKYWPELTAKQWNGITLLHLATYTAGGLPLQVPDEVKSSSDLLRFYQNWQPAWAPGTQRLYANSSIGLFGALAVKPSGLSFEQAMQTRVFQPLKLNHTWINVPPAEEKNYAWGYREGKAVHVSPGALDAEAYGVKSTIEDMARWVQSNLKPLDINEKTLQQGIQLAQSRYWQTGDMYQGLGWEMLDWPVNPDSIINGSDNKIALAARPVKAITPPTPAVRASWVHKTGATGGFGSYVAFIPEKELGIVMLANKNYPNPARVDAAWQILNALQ
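AmpC (5.3 nM in the dispensed reagent) in 20 mM phosphate pH 7.0 with 0.01% (detergent screen) or 0.0001% Triton X-100 was preincubated with compounds for 15 min at room temperature. Nitrocefin was then added from an 800 uM solution, and hydrolysis was followed at 480 nm.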
The depositor's hits bear a star; ? = inconclusive; . = not tested or not shown; & = joins results of further samples; [ ] = another dose, or the depositor's remark. Unless noted, calls come from the whole dose curve; as a rule, active = well fitted curve in the direction sought with a large enough effect; inconclusive = small, poorly fitted or top-dose-only effect, or another doubt; inactive = no such curve, though single readings can be large; an effect the other way counts as inactive or inconclusive. Unless noted, % is set by controls: 0 for no effect and ±100 for the full control effect.

SMILES | Sm TGR block | FBPA Giardia inh | HCMV antiviral | HCV inhibitor | AMA1-RON2 inh | AmpC inh detg
COc1cccc(CC(=O)NC2CCCN(Cc3ccccc3F)C2)c1 (stereo unspecified) | -34% | 11% | 13 | 10% | 4% | -21%
O=C1CC(N2CCN(c3ccccc3)CC2)C(=O)N1c1cccc(Br)c1 (stereo unspecified) | -36% | 2% | 10 | -3% | 6% | 5%
COC(=O)CCC(=O)Oc1ccc(OC(=O)CCC(=O)OC)cc1 | -13% | -5% | . | 0%[0.335 µM] | . | -20%
COC(=O)Nc1ccc(S(=O)(=O)Nc2cccc3ccccc23)cc1 | 4% | -3% | 20 | ? | 4% | -5%
O=S(=O)(Nc1ccc(F)cc1)c1ccc(NC(=S)Nc2ccccc2)cc1 | ? | 1% | -26 | ? | -5% | -3%
COC(=O)c1[nH]c2ccccc2c1NC(=O)c1ccccc1[N+](=O)[O-] | -7% | 1% | 18 | -1% | 20% | -10%
COc1ccc(C(=O)/C=C/C(=O)N(CC(=O)NC2CCCCC2)Cc2ccccc2OC)c(O)c1 | 1µM* | 7% | -97* | ? | 0% | 3%
Cn1c(=O)n(C)c2cc(C(=O)Nc3ccc4c(c3)OCO4)ccc21 | 3% | -20% | -96* | ? | -5% | -9%
CCOC(=O)Cn1ccc(O)c(Cc2ccc(Cl)cc2Cl)c1=O | 1% | -6% | -38 | 19% | 5% | -1%
COc1ccc(NC(=O)CSc2nnc(-c3ccncc3)o2)c(OC)c1 | -27% | . | -23 | 2% | -2% | -1%
COc1ccc(NC(=O)N(C)C[C@H]2Oc3c(NS(=O)(=O)c4ccc(F)cc4)cccc3C(=O)N([C@H](C)CO)C[C@@H]2C)cc1 | . | . | -20 | 10%[8.37 µM] | -3% | .
CCOc1ncccc1C(=O)OC(C)C(=O)Nc1ccc(N2CCOCC2)cc1 (stereo unspecified) | . | . | 9 | -23% | -5% | .
c1ccc(-c2csc3ncnc(NCc4ccccn4)c23)cc1 | -13% | ? | -89* | 10µM* | 144%[activator] | -2%
CC(C)(C(=O)O)n1cncn1 | -2% | -7% | -39 | 19% | 8% | 6%
Cc1cc(/C=C2/C(=O)N(C)C(=S)N2C)c(C)n1C1CC1 | ? | -27% | 2 | ? | -16% | -16%
Cn1c(-c2ccc(C(F)(F)F)cc2)cc2onc(-c3ccccc3)c2c1=O | 1% | . | 101 | 8% | 15% | -7%
COc1cc(CCC(=O)Oc2ccc(C(C)=O)cc2)cc(OC)c1OC | 0% | 0% | -18 | 19% | -9% | -8%
O=C(CN(c1cccc(Cl)c1)S(=O)(=O)c1ccc(Cl)cc1)N1CCc2ccccc2C1 | 1% | -6% | 7 | 7% | 0% | -10%
O=C(O)/C=C/C(=O)NCCc1cccc(Cl)c1 | -21% | 2% | ? | 10% | -5% | -6%
O=C(C(c1ccccc1)c1ccccc1)N1CCN(Cc2ccc(Br)cc2)CC1 | -7% | 2% | -30 | ? | -1% | -11%
O=C(O)c1cc([N+](=O)[O-])cc2c1C=Cc1ccccc1O2 | 0% | 0% | 18 | 33%[activator] | 1% | -8%
COc1ccccc1N(CC(O)Cn1c(C)nc2ccccc21)S(=O)(=O)c1ccccc1 (stereo unspecified) | -6% | 0% | -8 | -11% | -3% | -8%
COc1cc2c(cc1OC)CN(Cc1cc(OC)c3c(c1)OCO3)CC2 | 10% | ? | -12 | 15% | -18% | 1%
CC(C)C12CCC(C(=O)O)C(C1)C(=O)O2 (stereo unspecified) | 15% | 3% | 32 | 0% | -3% | 0%
O=C(Nc1ccc2c(c1)OCO2)C1CCN(c2ccc(S(=O)(=O)N3CCOCC3)cc2)CC1 | -6% | -11% | -6 | 6% | 8% | -13%
The listing continues:
SMILES | Sm TGR block | FBPA Giardia inh | HCMV antiviral | HCV inhibitor | AMA1-RON2 inh | AmpC inh detg
CC(C(=O)NC1CCCCCC1)n1cc([N+](=O)[O-])cn1 (stereo unspecified) | -1% | -10% | -25 | 22% | 4% | -9%
CCN(CC)CCCNC(=O)CCC(=O)Nc1ccc2nc(N3CCC(C)CC3)cc(C)c2c1 | 0% | -5% | ? | ? | 3% | 4%
CCOc1ccc(Cl)cc1CNCCCSc1nnnn1C | 1% | . | -11 | . | . | 21%
NC(=O)C1CCN(c2ncnc3c2cnn3-c2cccc(Cl)c2)CC1 | 7% | . | 55 | . | . | 4%
CC[N+]12CCC(CC1)C(C(O)(c1ccccc1)c1ccccc1)C2 (stereo unspecified) | -7% | 2% | -22 | -14% | 6% | 1%
CCN1CCN(C(=O)c2ccc(Cl)c(S(=O)(=O)N3CCCCC3)c2)CC1 | -2% | . | -29 | 20% | -13% | -7%
COc1ccc(OCc2nnc3n2N=C(c2ccc(Br)cc2)CS3)cc1 | 6% | 0% | 23 | 0% | -6% | -18%
COc1ccc(-c2oc3cc(OC(C)=O)cc(OC(C)=O)c3c(=O)c2OC)cc1 | . | . | 43 | ? | -10% | .
Cc1nc(-c2ccccc2)sc1C(=O)NN | 0% | -15% | 7 | 2% | 73%[activator] | -15%
CCN1CCN(Cc2ccc(NC(=O)c3cc(NC(=O)c4ccno4)cc(OC)c3)cc2C(F)(F)F)CC1 | 8% | -4% | -34&-2 | ? | -6%&-10% | -3%
O=c1c2ccccc2nc2n1C(CBr)CS2 (stereo unspecified) | -12% | -22% | -32 | 11% | 6% | -3%
CCOC(=O)c1ccc(-n2c(CN3CCOCC3)nc3ccc([N+](=O)[O-])cc3c2=O)cc1 | -22% | 0% | 1 | -3% | 12% | 2%
Cn1cnnc1SCC(=O)Nc1ccc(S(N)(=O)=O)cc1 | -16% | -2% | -32 | -11% | -5% | -1%
O=C1OCC2=C1C(c1ccccc1)CC(=O)N2c1ccc(F)cc1 (stereo unspecified) | -2% | 2% | -34 | 7% | -13% | -5%
Cc1ccc(S(=O)(=O)N2[C@@H](c3ccc(C(C)C)cc3)C(C(=O)O)=C[C@H]2C(C)(C)C)cc1 | . | . | -27 | 38%[activator][8.37 µM] | 11% | .
CCOC(=O)c1cnc2c(C)c(C)ccc2c1Nc1ccc(S(=O)(=O)Nc2ncccn2)cc1 | -12% | -2% | 96 | -2% | 12% | ?
COc1ccccc1/C(C)=N/Oc1cc(N)cc([N+](=O)[O-])c1 | 1% | . | 25 | ? | -5% | -1%
O=C(COc1ccccc1Cl)Nc1ccc2[nH]c(=O)[nH]c2c1 | -2% | . | -21 | -22% | -13% | 0%
COc1ccc(-n2nnc3c(SCc4ccccc4)ncnc32)cc1 | -4% | 4% | -17 | 7% | -2% | 7%
COc1ccc(C(=O)NCCc2c[nH]c3ccc(OC)cc23)cc1 | 1% | 14% | ? | -22% | 6% | -3%
O=C(CC1NCCNC1=O)OCCCc1ccccc1 (stereo unspecified) | -24% | 0% | -18 | 11% | 67%[activator] | -9%
C=CCNC(=O)c1c(N)n(Cc2ccco2)c2nc3ccccc3nc12 | 45µM* | -9% | -6 | -26% | 80%[activator] | -17%
COCCNC(=O)CSc1nc2cc3c(cc2c(=O)n1CCCCCC(=O)NCCc1ccc(OC)c(OC)c1)OCO3 | -1% | . | 8 | . | . | -4%
CC(C)(C)c1ccc(C(=O)NCC(=O)OCCN2C(=O)c3ccccc3C2=O)cc1 | 2% | . | 2 | 1% | -14% | ?
NC1=NC(=O)C(Cc2ccccc2)S1 (stereo unspecified) | 0%[57.1 µM] | 0% | -22 | 24% | -3% | 1%

Single records, as listed above. Values in the order: Sm TGR block	FBPA Giardia inh	HCMV antiviral	HCV inhibitor	AMA1-RON2 inh	AmpC inh detg
Record of `CC[N+]12CCC(CC1)C(C(O)(c1ccccc1)c1ccccc1)C2` (stereo unspecified) → -7%	2%	-22	-14%	6%	1%
Record of `O=c1c2ccccc2nc2n1C(CBr)CS2` (stereo unspecified) → -12%	-22%	-32	11%	6%	-3%
Record of `C=CCNC(=O)c1c(N)n(Cc2ccco2)c2nc3ccccc3nc12` → 45µM*	-9%	-6	-26%	80%[activator]	-17%
Record of `NC(=O)C1CCN(c2ncnc3c2cnn3-c2cccc(Cl)c2)CC1` → 7%	.	55	.	.	4%
Record of `CCN(CC)CCCNC(=O)CCC(=O)Nc1ccc2nc(N3CCC(C)CC3)cc(C)c2c1` → 0%	-5%	?	?	3%	4%

No new results follow: an excerpt of the list.
SMILES | Sm TGR block | FBPA Giardia inh | HCMV antiviral | HCV inhibitor | AMA1-RON2 inh | AmpC inh detg
COCCNC(=O)CSc1nc2cc3c(cc2c(=O)n1CCCCCC(=O)NCCc1ccc(OC)c(OC)c1)OCO3 | -1% | . | 8 | . | . | -4%
CC(C)(C)c1ccc(C(=O)NCC(=O)OCCN2C(=O)c3ccccc3C2=O)cc1 | 2% | . | 2 | 1% | -14% | ?
NC1=NC(=O)C(Cc2ccccc2)S1 (stereo unspecified) | 0%[57.1 µM] | 0% | -22 | 24% | -3% | 1%

An excerpt of these results, with two lines to a compound.
Results follow in this order: Sm TGR block | FBPA Giardia inh | HCMV antiviral | HCV inhibitor | AMA1-RON2 inh | AmpC inh detg
CCN1CCN(Cc2ccc(NC(=O)c3cc(NC(=O)c4ccno4)cc(OC)c3)cc2C(F)(F)F)CC1
    8% | -4% | -34&-2 | ? | -6%&-10% | -3%
O=c1c2ccccc2nc2n1C(CBr)CS2 (stereo unspecified)
    -12% | -22% | -32 | 11% | 6% | -3%

Following part.
SMILES | Sm TGR block | FBPA Giardia inh | HCMV antiviral | HCV inhibitor | AMA1-RON2 inh | AmpC inh detg
Cc1c(NC(=O)/C(C#N)=C/c2ccc(-c3ccccc3Cl)o2)c(=O)n(-c2ccccc2)n1C | 1% | 0% | ? | ? | ? | ?
COc1ccc(OC)c(NC(=O)CN2C(=O)CC(C)Sc3ccccc32)c1 (stereo unspecified) | 1% | . | 39 | . | . | 0%
CCCOC(=O)C1=C(C)NC2=C(C(=O)CC(C)(C)C2)C1c1cccnc1 (stereo unspecified) | -1% | 9% | -11 | 3% | 3% | -9%
CC(C)(C)OC(=O)N[C@H](C(=O)OC(C)(C)C)c1ccccc1 | -6% | . | 10 | ? | 1% | 0%
O=C(CN1CCN(c2ccccn2)CC1)Nc1ccccc1 | 7% | 17% | 30 | ? | -4% | -1%
CCOc1ccccc1NC(=O)CCS(=O)(=O)c1cccc2nonc12 | ? | 0% | 4 | -19% | -13% | ?
CCOc1ccccc1CNC(=O)CCn1ccc2cc(S(=O)(=O)N3CCCCC3)ccc21 | 8%&6% | -14% | -40&-31 | ? | -9% | 1%&3%
CSCCC(NC(=O)c1c(C)oc2c1CCCC2)C(=O)O (stereo unspecified) | 7% | 5% | 28 | 18% | 11% | -4%
Cc1ccc(CNC(=O)COC(=O)c2cc(=O)[nH]c3ccccc23)cc1 | . | . | 51 | 9% | -4% | .
